p53null 32C tox: qHTS Screen for Compounds that Selectively Target Cancer Cells with p53 Mutations: Cytotoxicity of p53 Null Cells at the Permissive Temperature. AID 903, 2007. Potency, µM (doses to about 46.1 µM), without a hit: at the highest dose activity change, negative = cytotoxicity, actives largely listed as cytotoxic. H1299-neo p53 null cells, ATP luminescence, 24 h, 32C. hit rate 0.62% among 55,000;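 also: 0% = DMSO only and -100% = full killing by 100 µM tamoxifen; nearly all actives have a fitted effect of over 55% in size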
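Luminescent ATP readout gave cell viability of p53-null H1299-neo cells after a 24 h compound exposure at the permissive 32C. Titrations ran up to 46 uM, and AC50s were fitted with the standard Hill equation.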
p53null 39C tox: qHTS Screen for Compounds that Selectively Target Cancer Cells with p53 Mutations: Cytotoxicity of p53 Null Cells at the Nonpermissive Temperature | hit rate 0.97% among 55,000 | Potency, µM (highest dose often 46.1 µM), inactives show at the top dose activity, negative = cell killing, most hits filed as cytotoxic | H1299 p53-null (neo) cells, 39C, ATPlite viability, 24 h;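 also: 0% = DMSO only and -100% = full killing by 100 µM tamoxifen; nearly all actives have a fitted effect of over 50% in size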
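ATP-luminescence viability readout (ATPlite, 20 min RT) after 24 hr compound treatment at 39C of H1299-neo or H1299-p53A138V cells; titration up to 46 uM; normalized to DMSO and 100 uM tamoxifen; Hill-fit AC50.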
* marks the source's active call; other numbers are inactive results; u = inconclusive; [ ] = remark or other dose. Calls follow the shape of the dose curve; as a rule, active = well fitted cell-killing curve with a large enough effect; inconclusive = small, poorly fitted or top-dose-only effect; inactive = no such curve, though single readings can be large or run the other way. Potency is read from the fitted curve at half-maximal effect. Some of the compounds tested; the hit share may differ from the screen's.

Each structure is followed by: p53null 39C tox	p53null 32C tox
COc1ccc(CN(CC2CCCO2)C(=O)CN2C(=O)C(C)Oc3ccc(C)cc32)cc1OC (stereo unspecified)
 : -6.8%	-3.1%
CC(=O)NC(NC(C)=O)c1ccc(N(C)C)cc1
 : 23.1%	-2.8%
CC1Cc2ccccc2N1C(=O)c1ccc(N2CCCCC2)c([N+](=O)[O-])c1 (stereo unspecified)
 : -0.5%	-9.8%
CCOC(=O)CSc1nsc(SCC(=O)OCC)c1C#N
 : 4.2%	-1.7%
COc1ccc(/C(C)=C(\C#N)C(=O)OC(C)C)cc1OC
 : 18.5%	4.3%
CS(=O)(=O)Nc1nnc(Cc2ccccc2)s1
 : 19.9%	11.1%
Cc1cc(C)nc(N(C#N)CC(=O)N2CCC(C(N)=O)CC2)n1
 : 20.3%	14.1%
COc1ccccc1N1CCN(CC(=O)Nc2ccc(Cl)c(C(F)(F)F)c2)CC1
 : -14.9%	-0.4%
O=c1c2ccccc2ncn1-c1ccc(Cl)c(Cl)c1
 : 12.1%	4.6%
c1ccc2cc3[nH]c(CN4CCOCC4)nc3cc2c1
 : -5.3%	-1.8%
CCOCCCNC(=O)C1CCN(S(=O)(=O)c2ccc(C)cc2)CC1
 : -9.5%	-0.4%
CN(C)C(C)(C)C#CCCCCC#CC(C)(C)N(C)C
 : -12.6%	-3.6%
c1cnc2ccc(C(c3nnnn3C3CCCC3)N3CCSCC3)cc2c1 (stereo unspecified)
 : 16.7%	-2.1%
COC(=O)CCC(=O)c1oc2ccc(Br)cc2c1N
 : 11.9%	-11.2%
CN(C)c1nc(Nc2ccccc2)nc(Oc2ccc(=O)[nH]n2)n1
 : -10.3%	0.8%
COC(=O)C1=C(C)NC(=O)CC1c1ccccc1 (stereo unspecified)
 : -12.0%	10.6%
COc1cc(NC(=O)CSCc2cnn(-c3ccccc3)c2-n2cccc2)cc(OC)c1
 : 0.4%	4.7%
CC(CCc1ccco1)NC(=O)Cn1ncc2c(=O)oc3ccccc3c21 (stereo unspecified)
 : 3.8%	-0.1%
O=C(CN1CCCN(S(=O)(=O)c2ccc(F)cc2)CC1)Nc1ccccc1Br
 : 23.2%	-8.8%
CCC(C)(C)n1nnnc1C(c1ccccn1)N1CCCCC1 (stereo unspecified)
 : -19.4%	-15.4%
COCCCNc1ncnc2sc3c(c12)CCC(C)C3 (stereo unspecified)
 : 24.7%	-1.7%
CC(C)(C)c1ccc(C(=O)Nc2ccccc2NC(=O)c2ccco2)cc1
 : -0.2%	-11.0%
CCC(Sc1nc2n[nH]c(C)c2c(=N)n1-c1cc(Cl)ccc1C)C(=O)N1CCOCC1 (stereo unspecified)
 : 22.2%	9.1%
O=C(NCCC1=CCCCC1)C1CCN(S(=O)(=O)c2cccc3nsnc23)CC1
 : -10.5%	-3.1%
OCCNc1nc2ccccc2n1CCN1CCCCC1
 : 14.5%	5.7%
c1ccc(-c2cnc(CSc3ncnc4sccc34)o2)cc1
 : 8.3%	4.0%
Cc1ccc(-c2cc(C(F)F)nc(NCC3CCCO3)n2)cc1 (stereo unspecified)
 : -6.5%	-5.8%
COc1ccc2nc(-c3ccc(N)cc3)[nH]c2c1
 : u	12.6µM*
Cc1cc(C)nc(SCc2nnc(SCC(=O)Nc3nc(-c4ccccc4)cs3)n2C)n1
 : 6.8%	4.9%
CCn1c(Cc2ccccc2)nnc1SCC(=O)Nc1nc(C)cs1
 : 0.1%	-8.4%
COc1ccc(-c2nnc(SCC(=O)Nc3ccccc3OC)o2)cc1
 : u	-27.1%
COc1c(Cl)cc(Cl)cc1C(=O)n1nc(C)cc1C
 : -12.3%	1.5%
CCOc1cc(CNn2nnnc2N)ccc1OCC(=O)NC(C)(C)C
 : -1.4%	-7.6%
CCCC(c1nnnn1CCOC)N1CCN(Cc2ccccc2)CC1 (stereo unspecified)
 : 20.7%	4.2%
Cc1cc(C)nc(SCC(=O)N/N=C/c2cccc([N+](=O)[O-])c2)n1
 : 8.5%	-10.0%
CCCCc1nnc(NC(=O)C=C(C)C)s1
 : 0.8%	-8.4%
O=C(COCCOCC(=O)N(c1ccccn1)C1CCCCC1)N(c1ccccn1)C1CCCCC1
 : -1.7%	-6.9%
COc1ccc(S(=O)(=O)N2CCCC(C(=O)Nc3ccc4c(c3)OCCO4)C2)cc1 (stereo unspecified)
 : 3.5%	1.8%
COc1ccc(NC(=O)N2CCCC2C(=O)NCc2ccc(F)cc2)cc1 (stereo unspecified)
 : -9.0%	-1.0%
Cc1ccc(N/N=C2\COC(C)(C)CC2=O)cc1
 : -4.9%	-1.5%
O=c1c2cnn(-c3ccc(F)cc3)c2ncn1Cc1ccccc1
 : 9.0%	-1.5%
CN1/C(=C\C(=O)Nc2ccc(Cl)cc2)C(C)(C)c2ccccc21
 : -23.3%	13.9%
CC1Cn2c(COc3ccccc3)nnc2S1 (stereo unspecified)
 : 4.0%	0.4%
Cc1ccc(S(=O)(=O)NCC(=O)NCc2ccncc2)cc1
 : 12.6%	5.3%
O=C(NCCC1=CCCCC1)NC12CC3CC(CC(C3)C1)C2
 : 10.1%	0.1%
Cc1ccnc(NC(=O)CCC(=O)N(CC(=O)NCc2ccccc2)c2ccc3c(c2)OCO3)c1
 : -17.7%	-3.6%
O=C(NCCCn1ccnc1)c1cc2nc(-c3ccc(Br)cc3)cc(C(F)(F)F)n2n1
 : -18.3%	0.5%
Cc1ccccc1C(=O)N1CCN(c2ccccn2)CC1
 : -2.5%	-5.0%
CCn1cnc2cc(NC(=O)c3ccco3)ccc21
 : 12.6µM*	10µM*
COc1ccc(CCNS(=O)(=O)c2ccc3oc(C(=O)O)c(C)c3c2)cc1OC
 : -4.3%	1.4%
CC1(C)CC(=S)Nc2ccccc2S1
 : 3.8%	12.8%
Cc1cc(NC(=O)C2CCCN2C(=O)Nc2c(C)cccc2C)ccc1-n1cnnn1 (stereo unspecified)
 : -5.1%	-2.6%
O=C(CSc1nc(-c2ccccc2)cs1)NC(=O)NCc1ccco1
 : 0.1%	-10.0%
COC(=O)c1[nH]c(C)c(/C(O)=C2\C(=O)C(=O)N(CCN(C)C)C2c2cccc(OC)c2OC)c1C (stereo unspecified)
 : -2.1%	-4.9%
O=C1C=C(Nc2cccc(O)c2)CC(c2ccco2)C1 (stereo unspecified)
 : -9.6%	6.3%
CCOc1ccc(Cc2nc(N)nc(N)n2)cc1
 : -5.6%	-12.8%
COc1ccc(-c2cc(C(F)(F)F)nc(SCC(=O)N3CC(C)OC(C)C3)n2)cc1OC (stereo unspecified)
 : 9.2%	15.3%
O=C(NCc1ccco1)c1sc2cc(F)ccc2c1Cl
 : -9.1%	-13.5%
CCC(C)C(NC(=O)C(C)NC(=O)CNC(=O)CNC(=O)OCc1ccccc1)C(=O)OC (stereo unspecified)
 : -23.6%	0.0%
C=CCc1c(C)nc(N)[nH]c1=O
 : 3.5%	5.7%

More results follow.
Each structure is followed by: p53null 39C tox	p53null 32C tox
COc1ccc(C2CC(c3ccc(Cl)cc3Cl)n3nc(N)nc3N2)cc1 (stereo unspecified)
 : -1.0%	-2.3%
Cc1ccc(C)c(NS(=O)(=O)c2ccc(OCC(=O)N3CCOCC3)cc2)c1
 : -2.4%	-18.2%
Nc1cc(C(F)(F)F)ccc1C(=O)O
 : -4.0%	-3.5%
C=CCn1c(CNC(=O)c2cccs2)nnc1SCc1ccc(Cl)cc1Cl
 : u	-9.0%
CC(C)(C)C1CCc2c(sc(NC(=O)c3cccs3)c2C(N)=O)C1 (stereo unspecified)
 : 16.0%	-6.9%
O=[N+]([O-])c1cccc(/C=N\N2CCN(c3ccc(Cl)cc3)CC2)c1
 : 7.5%	-9.2%
Cc1cccc(NC2=C(NC(=O)c3ccccc3)C(=O)c3ccccc3C2=O)c1
 : -12.8%[1.84 µM]	u
Cc1ccc(S(=O)(=O)c2ccccc2)cc1S(=O)(=O)N1CCOCC1
 : 11.2%	2.3%
CC(=O)NCCOc1cccc(OCCNC(C)=O)c1
 : -0.1%	6.9%
CCC(=O)Nc1c(C#N)c2nc3ccccc3nc2n1-c1ccccc1C
 : -12.1%	-4.8%
CCCc1nnc(SCC(=O)N2CCOCC2)n1C
 : 23.0%	4.7%
Cc1noc(C)c1CN(C(=S)NC1CC1)c1ccccc1
 : -8.7%	-0.1%
CCn1c(SCC(=O)Nc2ccc3c(c2)OCO3)nc2ccccc21
 : -18.7%	-3.6%
COc1ccc(Nc2ccc(S(=O)(=O)N3CCCCC3)cc2[N+](=O)[O-])cc1
 : 12.0%	-3.6%
OCCNCc1cc(Br)ccc1OCc1ccc(Cl)cc1Cl
 : -22.5%	-1.9%
Cc1ccc2oc(-c3cccc(NC(=O)c4cc(-n5cnnc5)ccc4Cl)c3)nc2c1
 : 8.6%	-1.6%
COC(=O)c1ccc(N(C(=O)CNC(=O)c2ccco2)C(C(=O)NC2CCCC2)c2ccco2)cc1 (stereo unspecified)
 : 10.1%	3.1%
CCONC(=O)Nc1ccccc1
 : 2.8%	-10.9%
COc1ccc(/C=C/C(=O)Nc2ccc(-n3nncc3-c3ccc(OC)c(OC)c3)cc2)cc1OC
 : -20.7%	2.0%
CCn1cnc2cc(NCc3nc4ccccc4n3Cc3ccccc3)ccc21
 : -21.2%	u
CC(Oc1ccc(Br)cc1)C(=O)Nn1c(=S)[nH]c2ncccc2c1=O (stereo unspecified)
 : 6.6%	-9.1%
CCC1c2ccc(C)n2CCN1C(=O)Nc1ccccc1OC (stereo unspecified)
 : -12.6%	-8.4%
CCSc1nc2ccc(OC)cc2cc1C#N
 : 0.0%	-3.2%
CC(C)NC(=O)CSc1nc2ccccc2n1-c1ccccc1
 : -2.3%	2.6%
Cc1ccc(Cn2nc(C)c(NC(=O)c3nn(C)cc3Cl)c2C)cc1
 : 5.7%	-7.3%
CC(C(=O)N1c2ccccc2CCc2ccccc21)n1nnc(-c2ccc(N(C)C)cc2)n1 (stereo unspecified)
 : -2.6%	-2.8%
COC(=O)c1sc2ccccc2c1NC(=O)c1coc2ccccc2c1=O
 : 1.4%[1.84 µM]	2.9%
COc1ccc(S(=O)(=O)Nc2nncs2)cc1
 : -9.1%	20.3%
COc1cccc(NC(=O)c2ccc3snnc3c2)c1
 : u	-15.8%
Cc1ccc(C(=O)c2c[nH]cc2-c2ccccc2)cc1
 : 1.4%	6.2%

3 entries from above, field by field:
> CCONC(=O)Nc1ccccc1
  p53null 39C tox: 2.8%	p53null 32C tox: -10.9%

> CCC(=O)Nc1c(C#N)c2nc3ccccc3nc2n1-c1ccccc1C
  p53null 39C tox: -12.1%	p53null 32C tox: -4.8%

> Cc1ccc(C)c(NS(=O)(=O)c2ccc(OCC(=O)N3CCOCC3)cc2)c1
  p53null 39C tox: -2.4%	p53null 32C tox: -18.2%

(next part)
Each structure is followed by: p53null 39C tox	p53null 32C tox
COc1ccc(CN(CC(=O)NCC2CCCO2)C(=O)CCC(=O)Nc2cc(C)on2)cc1 (stereo unspecified)
 : -5.0%	-0.4%
CCN(CC)S(=O)(=O)c1csc(C(=O)OCC(=O)c2ccccc2)c1
 : 15.6%	8.4%
CCCCOC(=O)C1C2C=CC3(CN(CCc4ccccc4)C(=O)C13)O2 (stereo unspecified)
 : 0.7%	8.0%
O=C(c1ccccc1)N1CCCCC(Sc2nnnn2-c2ccccc2)C1=O (stereo unspecified)
 : 8.7%	-4.5%
Cc1ccnc(NS(=O)(=O)c2ccc(NC(=O)c3ccc(C)o3)cc2)n1
 : -2.3%	-2.7%
Cc1ccc(NC(=O)CS(=O)CC(=O)N(c2ccc(C)cc2)C(C)C(=O)NC2CCCCC2)cc1 (stereo unspecified)
 : -3.1%	10.4%
Cc1cc(C)nc(/N=C(/NC(=O)Nc2ccc(Cl)c(Cl)c2)Nc2cccc(Cl)c2)n1
 : -9.0%[1.84 µM]	-1.7%
CC(=O)/C=C1/SC(CC(=O)O)C(=O)N1c1ccccc1 (stereo unspecified)
 : 11.9%	6.5%
Cc1nn(C)c(C)c1N1C(=O)c2cccc3c(Br)ccc(c23)C1=O
 : 5.5%	-1.9%
CCCOC(=O)c1ccc(NC(=O)c2ccoc2C)cc1
 : 3.8%	-8.3%
CC1Cc2nc(SCC(=O)NCC3CCCO3)n(Cc3ccccc3)c(=O)c2S1 (stereo unspecified)
 : -0.9%	5.4%
O=C(OC(C(=O)NC1CCCCC1)c1ccccc1)c1ccco1 (stereo unspecified)
 : 20.9%	-2.5%
CCOc1ccc(CSCCNC(=S)Nc2ccccc2)cc1
 : -16.6%	-1.0%
O=C(NC1(C(F)(F)F)C(=O)Nc2c1c(=O)[nH]c(=O)n2Cc1ccco1)C1CC1 (stereo unspecified)
 : 1.9%	-6.4%
Cc1cccc(C)c1NC(=O)COC(=O)CCc1ccc(S(=O)(=O)N2CCCCC2)cc1
 : -8.1%[1.84 µM]	-2.9%
COc1cccc(-n2nc3c(-n4ncc(C#N)c4N)nnc(C)c3c2C)c1
 : 4.3%	-7.0%
CCOC(=O)c1c(C)oc2cc(Br)c(OCC(N)=O)cc12
 : -1.1%	-8.9%

Screens as filed in PubChem.
